OPRM1-OPRD1 ag – agonists of human mu-delta opioid receptor heterodimerization | cells, OPRM1-OPRD1 heterodimerization, luminescence | P35372+P41143 | 340,000 compounds, 0.3% hits | AID 504326 | activation, % at 9.3 µM; in the data active means activation above about 18%;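 further: 0% = vehicle-treated cells and 100% = reference agonist; values of inactives mirror those of a sister screen read the other way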
Target sequence (P35372 whole entry, looked up): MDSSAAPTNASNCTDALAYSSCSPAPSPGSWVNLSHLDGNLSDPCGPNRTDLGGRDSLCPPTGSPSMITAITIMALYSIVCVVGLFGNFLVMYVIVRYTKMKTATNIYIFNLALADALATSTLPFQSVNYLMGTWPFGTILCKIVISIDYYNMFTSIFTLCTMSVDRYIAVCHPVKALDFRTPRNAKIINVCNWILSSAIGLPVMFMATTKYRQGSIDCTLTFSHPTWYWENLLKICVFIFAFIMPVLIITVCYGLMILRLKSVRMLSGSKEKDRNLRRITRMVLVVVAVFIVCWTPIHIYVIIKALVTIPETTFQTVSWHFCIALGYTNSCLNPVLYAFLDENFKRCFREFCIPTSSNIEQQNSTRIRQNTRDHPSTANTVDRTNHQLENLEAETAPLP
Target sequence (P41143 whole entry, looked up): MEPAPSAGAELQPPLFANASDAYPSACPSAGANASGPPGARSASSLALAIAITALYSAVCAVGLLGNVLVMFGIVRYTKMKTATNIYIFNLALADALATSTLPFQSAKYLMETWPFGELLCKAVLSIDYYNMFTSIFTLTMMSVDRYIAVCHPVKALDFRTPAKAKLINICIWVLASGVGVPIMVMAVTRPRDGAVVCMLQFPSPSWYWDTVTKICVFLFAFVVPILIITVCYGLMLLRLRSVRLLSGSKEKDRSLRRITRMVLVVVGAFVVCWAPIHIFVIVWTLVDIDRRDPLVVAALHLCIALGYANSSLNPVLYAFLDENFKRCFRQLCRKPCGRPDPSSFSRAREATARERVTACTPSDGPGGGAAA
MOR-DOR inv ag – mu-delta opioid heterodimer inverse agonism; cell-based MOR-DOR heterodimer luminescence; inhibition, % at 9.3 µM; P35372+P41143; 340,000 compounds, 0.21% hits; in the data active means inhibition above about 22%, passing the limit was not always enough;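 further: 0% = cells with DMSO and 100% = wells without cells with DMSO; values of inactives mirror those of a sister screen read the other way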
HTR5A inv ctr – HTR5A inverse agonism, opioid heterodimer counter-screen; inhibition, % at 9.3 µM; HTR5A cell line, luminescence; 340,000 compounds, 0.083% hits; P47898; in the data active means inhibition mostly above about 23%, no sharp cut-off; inactive means mostly below about 18%;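 further: 0% = cells with DMSO and 100% = no-cell wells with DMSO; some compounds called inactive have numbers as strong as hits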
CAL-PDZ inh HTS – CAL PDZ (human) peptide binding inhibition. purified CAL PDZ, TMR-peptide fluorescence polarization, 1 h. 300,000 compounds, 0.92% hits. inhibition, % at 24.9 µM;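 active means mean inhibition of at least 30% with at least half of replicates also reaching 30%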;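 further: 0% = DMSO neutral control and 100% = excess unlabeled competitor peptide PRC23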
HTR5A ag – counter-screen for OPRM1-OPRD1 agonists: human HTR5A agonism | HTR5A agonist assay, luminescence, cell-based | activation, % at 9.3 µM | 340,000 compounds, 0.61% hits | AID 504692; in the data active means activation mostly above about 9.5%, no sharp cut-off; inactive means mostly below about 7.6%;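 further: 0% = cells with vehicle only and 100% = reference agonist; strong numbers were not always called active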
V-ATPase pHluor – alters yeast V-ATPase proton transport; S. cerevisiae, pHLuorin cytosolic pH fluorescence; response, % at 10 µM; 350,000 compounds, 0.37% hits; AID 504577; in the data active means response mostly above about 7.3%, no sharp cut-off; inactive means mostly below about 5.4%; further: actives read high; inactives centre near 0; some compounds called inactive have numbers as strong as hits; reference of the scale not given here
RTF Ca sens inh – cardiac RTF calcium desensitization; inhibition, % at 7.15 µM; 340,000 compounds, 0.12% hits; IANBD-labeled cardiac RTF, Ca2+ fluorescence;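 active means inhibition above the mean inhibition of all tested compounds plus 3 SD, cut at about 17% in these data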;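 further: assay run at fixed EC70 calcium of 1.6 mM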
C-LANA FP – blocks KSHV LANA C-terminal domain binding to DNA. MBP-C-LANA/FAM-LBS DNA binding, fluorescence polarization. inhibition, % at 9 µM. 340,000 compounds, 0.078% hits;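 active means highest replicate inhibition at or above 60% at 9 µM, even if other replicates fall short; inactive means all replicates below 60% inhibition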;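 further: 0% = neutral control wells and 100% = 4 µM acridine orange control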
Keap1 Nrf2 FP – inhibitors of human Keap1-Nrf2 protein-protein interaction; inhibition, % at 9.4 µM; 340,000 compounds, 0.15% hits; Q14145; Keap1 Kelch-Nrf2 peptide fluorescence polarization, 1536-well; AID 504523; in the data active means inhibition above about 12%;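 further: human Keap1 Kelch domain with fluorescein labeled Nrf2 9mer peptide probe; 0% = neutral control wells and 100% = peptide positive control; higher means more block of Keap1 binding to Nrf2 peptide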
cardiac RTF act – cardiac RTF calcium sensitization; P19429+P45379; IANBD-labeled TnC RTF fluorescence at EC20 calcium; 0% EC20 calcium, 100% full calcium; activation, % at 7.2 µM; 340,000 compounds, 0.24% hits;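 active means activation above the mean over all tested compounds plus 3 SD, cut at about 30% in these data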;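 further: rise in fluorescence read as greater calcium sensitivity of cardiac thin filaments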
* hit, by the source's call; nt = not tested or not shown.

Structure	CAL-PDZ inh HTS	HTR5A inv ctr	Keap1 Nrf2 FP	V-ATPase pHluor	cardiac RTF act	MOR-DOR inv ag	HTR5A ag	RTF Ca sens inh	C-LANA FP	OPRM1-OPRD1 ag
CSc1nc(O)c(Cc2ccccc2)c(=O)[nH]1	-1	-15	-2	4	1	9	1	-5	1.0	-1.6
O=C(CCc1ccc(S(=O)(=O)NCc2ccccc2)cc1)NCc1cccnc1	-1	-10	-3	5	-2	15	2	-2	-1.3	-2.8
COc1ccc2c([N+](=O)[O-])c(Cl)[nH]c2c1	nt	1	-5	3	3	-7	-2	5	3.8	1.3
COc1cc(/C=N/NC(=O)c2ccc(F)cc2)ccc1OC(=O)c1ccco1	-2	0	1	4	3	7	1	3	1.1	-1.3
S=c1[nH]nc(CCc2nc3ccccc3[nH]2)n1-c1ccccc1	4	6	0	-2	-2	-3	-2	2	1.5	0.4
CCCNC(=O)c1ccc(CNc2c(N3CCC(C(=O)OCC)CC3)c(=O)c2=O)cc1	-2	10	-1	-2	-3	14	-3	0	-0.9	-2.4
Cc1cccc2nc(-c3cccnc3)c(NCCC(C)C)n12	0	1	-7	12*	-1	-19	0	-6	nt	4.1
CCOc1ccc(-c2c(C(=O)N/N=C/c3ccc(Cl)cc3)nnn2-c2nonc2N)cc1	2	-3	0	6	3	-44	1	11	0.2	8.4
COc1ccc(CC(=O)Nn2c(-c3ccccc3)nc3ccccc3c2=O)cc1	-3	-23	-6	-3	-4	-3	9	-3	-1.0	0.5
COC(=O)C1C2C=CC3(CN(C(C)C)C(=O)C13)O2 (configuration not stated)	nt	5	4	0	-5	16	-2	-4	0.8	-3.2
CCCCNc1nc2c(c(=O)n(C)c(=O)n2C)n1CCC	nt	-39	0	0	2	16	14	0	-0.7	-3.1
CC1C=CCC2C(=O)N(c3cc(Cl)ccc3O)C(=O)C12 (configuration not stated)	0	9	0	2	-3	20	-3	6	0.7	-3.8
Cc1cc(=O)n2[nH]c(-c3ccccc3Cl)cc2n1	-7	2	-2	-4	-1	8	-3	-6	-1.1	-1.7
CS(=O)(=O)c1ccc2nc(NC(NC(=O)c3ccco3)(C(F)(F)F)C(F)(F)F)sc2c1	nt	2	4	0	-10	8	-1	-3	0.2	-1.5
O=P(O)(CCc1ccncc1)CN1CCCCC1	-2	2	-3	4	6	-3	-1	-2	-0.6	0.6
Cc1ccc(N(C(=O)c2snc(C(N)=O)c2N)C(C(=O)NCc2ccccc2)c2ccncc2)c(C)c1 (configuration not stated)	-2	-8	-4	2	-4	-3	3	-14	-0.5	0.4

Three entries already listed, arranged by heavy-atom count, largest number first:
Structure	CAL-PDZ inh HTS	HTR5A inv ctr	Keap1 Nrf2 FP	V-ATPase pHluor	cardiac RTF act	MOR-DOR inv ag	HTR5A ag	RTF Ca sens inh	C-LANA FP	OPRM1-OPRD1 ag
CS(=O)(=O)c1ccc2nc(NC(NC(=O)c3ccco3)(C(F)(F)F)C(F)(F)F)sc2c1	nt	2	4	0	-10	8	-1	-3	0.2	-1.5
CCCCNc1nc2c(c(=O)n(C)c(=O)n2C)n1CCC	nt	-39	0	0	2	16	14	0	-0.7	-3.1
CC1C=CCC2C(=O)N(c3cc(Cl)ccc3O)C(=O)C12 (configuration not stated)	0	9	0	2	-3	20	-3	6	0.7	-3.8

(cont.)
Structure	CAL-PDZ inh HTS	HTR5A inv ctr	Keap1 Nrf2 FP	V-ATPase pHluor	cardiac RTF act	MOR-DOR inv ag	HTR5A ag	RTF Ca sens inh	C-LANA FP	OPRM1-OPRD1 ag
COc1cc(CN2CCC(n3nccc3NC(=O)c3ccc4c(c3)OCO4)CC2)ccc1O	-1	18	-7	-2	-1	9	7	-1	-0.9	-1.5
Cc1cccc(Cc2nnc(CCC(=O)N(C)C3CCOC3)o2)c1 (configuration not stated)	-4	-5	-2	-4	0	8	2	-10	-1.4	-1.5
Cn1c(C(=O)NC2CC2)cc2c(=O)n(C)c3ccccc3c21	6	-1	-4	5	-2	9	0	-4	-0.8	-1.8
CCOC(=O)c1cnn(CCOC(=O)c2ccccc2F)c1NC(=O)c1ccccc1F	nt	-22	-4	-6	4	-4	9	-11	-3.4	0.7
Cc1ccc2nc(NS(C)(=O)=O)sc2c1	-5	-8	4	-2	5	7	3	-5	2.7	-1.4
Cc1[nH]c(=O)[nH]c(=O)c1/C=C/C(=O)O	70*	-13	-3	3	0	18	5	10	-1.8	-3.4
CC(C)C[C@@H](CC#N)N1CCN(Cc2ccccc2)CCC1=O	-4	10	1	0	-3	22	-1	2	-0.2	-4.8
O=C(O)CCN1C(=O)c2ccccc2C1=O	-2	7	-2	0	8	-17	0	-8	-0.3	3.0

Entries of single compounds from above. Order of screens: CAL-PDZ inh HTS	HTR5A inv ctr	Keap1 Nrf2 FP	V-ATPase pHluor	cardiac RTF act	MOR-DOR inv ag	HTR5A ag	RTF Ca sens inh	C-LANA FP	OPRM1-OPRD1 ag
`Cn1c(C(=O)NC2CC2)cc2c(=O)n(C)c3ccccc3c21` is listed as 6	-1	-4	5	-2	9	0	-4	-0.8	-1.8
`Cc1[nH]c(=O)[nH]c(=O)c1/C=C/C(=O)O` is listed as 70*	-13	-3	3	0	18	5	10	-1.8	-3.4
`O=C(O)CCN1C(=O)c2ccccc2C1=O` is listed as -2	7	-2	0	8	-17	0	-8	-0.3	3.0
`Cc1cccc(Cc2nnc(CCC(=O)N(C)C3CCOC3)o2)c1` (configuration not stated) is listed as -4	-5	-2	-4	0	8	2	-10	-1.4	-1.5

Later entries.
Structure	CAL-PDZ inh HTS	HTR5A inv ctr	Keap1 Nrf2 FP	V-ATPase pHluor	cardiac RTF act	MOR-DOR inv ag	HTR5A ag	RTF Ca sens inh	C-LANA FP	OPRM1-OPRD1 ag
O=C1NC(c2ccccc2Cl)=N/C1=C/c1ccco1	-3	-3	1	-3	9	14	4	-2	1.2	-2.6
Cc1ccc(S(=O)(=O)N2CCC(=O)N(C(COCc3ccc(Cl)cc3Cl)Cc3ccccc3)CC2)cc1 (configuration not stated)	6	-4	3	0	-3	5	3	-12	4.1	-0.9
C=CCn1c(C)cc(C(=O)CN2NS(=O)(=O)c3ccccc3C2=O)c1C	nt	21	1	0	1	8	2	-7	-0.1	-1.5
Cc1ccc(S(=O)(=O)N(C)C)cc1NC(=O)COC(=O)c1sc2cc(Cl)ccc2c1Cl	1	19	-5	2	6	7	-3	-3	2.5	-1.3
CC1CC(C)CN(S(=O)(=O)c2ccc(C(=O)NCc3ccco3)cc2)C1 (configuration not stated)	-7	0	-2	-2	-3	-10	0	17	1.4	2.1
CCCN1Cc2cc(OC)ccc2-c2ccccc2S1(=O)=O	-2	-13	1	2	-8	11	4	-3	-1.2	-2.3
CCOc1ccc(CNC(=O)CCS(=O)(=O)c2ccc3c(c2)oc(=O)n3C)cc1	-4	-13	0	-4	-3	6	0	-5	0.3	-1.2
C=CCOc1ccc(CNCCO)cc1OCC	5	11	-3	-1	0	6	-5	-4	-0.7	-1.2
OCc1ccnc(Cl)c1	-5	17	-2	-4	5	11	-6	7	-1.4	-1.9
O=C(O)c1cnc(N2CCOCC2)nc1	-1	8	2	3	-3	12	-3	2	-0.1	-2.2
COc1ccc(/C(N)=N/OC(=O)CCCc2ccccc2)cc1OC	-5	-18	-3	-1	-4	-22	5	3	-5.5	3.8
CCCCCn1c(Br)nc2c1c(=O)n(CC(N)=O)c(=O)n2C	3	-10	-5	0	-4	-7	2	-2	-0.6	1.2
CCCCC(=O)Nc1nnc(S(=O)(=O)N2CCCc3ccccc32)s1	nt	-23	-3	-1	0	-40	8	-2	-0.5	6.8
CCOc1ccc(N(C(=O)CNS(=O)(=O)c2ccccc2)C(CC)C(=O)NCc2ccco2)cc1 (configuration not stated)	2	1	-5	-6	2	3	0	4	0.2	-0.6
Cc1ccc(NS(=O)(=O)c2ccc(NC(=O)C3CC3)cc2)c(C)c1	-1	16	-3	0	5	-12	-4	-11	0.0	2.1
CCOc1ccc(NC(=O)c2cccc(S(=O)(=O)Nc3c(C)n(C)n(-c4ccccc4)c3=O)c2)cc1	nt	-5	0	2	6	29	1	-12	0.4	-5.6
COC(=O)N(NC(=O)C(O)(c1ccccc1)c1ccccc1)c1ccc(C)cc1	0	0	-4	-3	0	7	2	15	-3.2	-1.4
CSc1cccc(CN2CCN(CCC(C)C)C(CCO)C2)c1 (configuration not stated)	5	-8	2	-1	-3	7	2	7	1.9	-1.3
COc1ccc(N2C(=O)C3C(C2=O)C2C=CC3C23CC3)c(OC)c1 (configuration not stated)	3	-17	-3	0	7	18	0	-15	0.9	-3.4
Cc1cccc(OCc2nnc(N)s2)c1	-2	-2	2	-1	3	2	4	-8	-0.8	-0.4
[N-]=[N+]=NC[C@H](Cc1ccccc1)N1CC[C@@H](OCc2ccccc2)CCC1=O	-2	-4	-1	4	-5	15	-2	-12	0.1	-2.7
CC(C)CNC(=O)CC(=O)N/N=C/c1ccc(Br)cc1	-1	-10	4	1	-7	16	4	1	-1.3	-2.9
COc1ccc(N2CCN(c3ncnc4scc(-c5ccc(C)cc5)c34)CC2)cc1	-3	5	-1	0	-4	-1	-2	10	1.9	0.1
Cc1nn(CC(C)C)c2sc(C(=O)NC3CC(C)(C)NC(C)(C)C3)cc12	-2	-6	-1	5	-4	7	0	-9	0.3	-1.3
Cc1cccc(N(CC(=O)NC2CCCC2)C(=O)CCC(=O)Nc2ccccn2)c1	12	-18	8	-1	3	1	6	2	0.7	-0.1
Cc1ccccc1NS(=O)(=O)c1ccc(C(=O)N2CCC2)cc1	-5	21	-2	-1	-3	5	-7	1	-4.6	-0.8
COc1ccccc1/C=C/C(=O)OCC(=O)NC1CCCCCC1	-4	8	0	2	-4	-3	-3	0	-0.5	0.8
CC(C)(C)C(=O)COc1ccccc1[N+](=O)[O-]	-4	-1	-1	-1	3	4	0	-2	-2.6	-0.8
COc1ccc(CNc2ncnc3cc(OC)c(OC)cc23)cc1OC	-4	12	-2	-3	9	8	-4	8	-0.7	-1.5
CCCCOC(=O)c1ccc(O)cc1	0	-19	-5	0	1	4	1	-8	-2.3	-0.9

Screening data (PubChem BioAssay)
